# High-throughput results: PubChem BioAssay, several laboratories
# CF NFkB inh – inhibitors of cystic fibrosis induced NF-kB; inhibition, % at 5 µM; actives 0.86% (n = 360,000); KKLEB NF-kB-GFP reporter, PAF-induced, GFP fluorescence overnight;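 active means at least 50% inhibition at 5 µM, scaled per plate between neutral and stimulator controls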;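 further: PAF is a Pseudomonas aeruginosa culture filtrate used as stimulus; plate controls were PAF-stimulated DMSO wells for no effect and unstimulated DMSO wells for full effect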
# KKLEB tox – CF airway cell cytotoxicity counter-screen. KKLEB CF airway cells viability, ATPlite luminescence, overnight; active compounds read low; cells stimulated with P. aeruginosa culture filtrate. activity change (cytotoxicity), % at 5 µM. actives 0.36% (n = 360,000);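 active means corrected activity change at or below -50% at 5 µM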
# TWEAK Fn14 block – TWEAK-Fn14 signaling inhibition. TWEAK-stimulated Fn14 reporter cells, luciferase luminescence, 8 h. inhibition, % at 10 µM. actives 2% (n = 360,000). AID 1159606; in the data active means inhibition above about 50%
# COUP-TFII inh – inhibitors of human COUP-TFII (NR2F2); P24468; HEK293T NGFI-A luciferase reporter, luminescence; inhibition, % at 8.6 µM; actives 0.7% (n = 370,000); AID 686940;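 active means inhibition above a per-plate cutoff, mean inhibition of test wells between control levels plus 3 SD, cut at about 38% in these data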;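 further: cells cotransfected with COUP-TFII expression vector driving the NGFI-A reporter; 0% = median of COUP-TF2 test wells and 100% = reporter-only cells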
# SRC2 inh – inhibits human steroid receptor coactivator 2; Q15596; HEK293 GAL4-SRC2 luciferase reporter, luminescence; inhibition, % at 9 µM; actives 0.17% (n = 370,000); AID 651957;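 active means inhibition above the mean inhibition of all tested compounds plus 3 SD, set per campaign, cut at about 52% in these data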;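 further: 0% = DMSO treated cells and 100% = cells given Gossypol at 36 µM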
# NCOA3 inh – human NCOA3 inhibition | Q9Y6Q9 | inhibition, % at 3.6 µM | AID 588352 | actives 0.17% (n = 360,000) | HEK293 GAL4-SRC3 luciferase reporter, luminescence;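 active means inhibition above a per-campaign cutoff, the mean of all compounds plus 3 SD, cut at about 60% in these data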;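 further: 0% = DMSO-treated cells and 100% = gossypol-treated cells at 36 µM; higher means less SRC3-driven luciferase light from the GAL4 reporter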
# Target sequence (Q9Y6Q9 whole entry, looked up, the tested form may be a part): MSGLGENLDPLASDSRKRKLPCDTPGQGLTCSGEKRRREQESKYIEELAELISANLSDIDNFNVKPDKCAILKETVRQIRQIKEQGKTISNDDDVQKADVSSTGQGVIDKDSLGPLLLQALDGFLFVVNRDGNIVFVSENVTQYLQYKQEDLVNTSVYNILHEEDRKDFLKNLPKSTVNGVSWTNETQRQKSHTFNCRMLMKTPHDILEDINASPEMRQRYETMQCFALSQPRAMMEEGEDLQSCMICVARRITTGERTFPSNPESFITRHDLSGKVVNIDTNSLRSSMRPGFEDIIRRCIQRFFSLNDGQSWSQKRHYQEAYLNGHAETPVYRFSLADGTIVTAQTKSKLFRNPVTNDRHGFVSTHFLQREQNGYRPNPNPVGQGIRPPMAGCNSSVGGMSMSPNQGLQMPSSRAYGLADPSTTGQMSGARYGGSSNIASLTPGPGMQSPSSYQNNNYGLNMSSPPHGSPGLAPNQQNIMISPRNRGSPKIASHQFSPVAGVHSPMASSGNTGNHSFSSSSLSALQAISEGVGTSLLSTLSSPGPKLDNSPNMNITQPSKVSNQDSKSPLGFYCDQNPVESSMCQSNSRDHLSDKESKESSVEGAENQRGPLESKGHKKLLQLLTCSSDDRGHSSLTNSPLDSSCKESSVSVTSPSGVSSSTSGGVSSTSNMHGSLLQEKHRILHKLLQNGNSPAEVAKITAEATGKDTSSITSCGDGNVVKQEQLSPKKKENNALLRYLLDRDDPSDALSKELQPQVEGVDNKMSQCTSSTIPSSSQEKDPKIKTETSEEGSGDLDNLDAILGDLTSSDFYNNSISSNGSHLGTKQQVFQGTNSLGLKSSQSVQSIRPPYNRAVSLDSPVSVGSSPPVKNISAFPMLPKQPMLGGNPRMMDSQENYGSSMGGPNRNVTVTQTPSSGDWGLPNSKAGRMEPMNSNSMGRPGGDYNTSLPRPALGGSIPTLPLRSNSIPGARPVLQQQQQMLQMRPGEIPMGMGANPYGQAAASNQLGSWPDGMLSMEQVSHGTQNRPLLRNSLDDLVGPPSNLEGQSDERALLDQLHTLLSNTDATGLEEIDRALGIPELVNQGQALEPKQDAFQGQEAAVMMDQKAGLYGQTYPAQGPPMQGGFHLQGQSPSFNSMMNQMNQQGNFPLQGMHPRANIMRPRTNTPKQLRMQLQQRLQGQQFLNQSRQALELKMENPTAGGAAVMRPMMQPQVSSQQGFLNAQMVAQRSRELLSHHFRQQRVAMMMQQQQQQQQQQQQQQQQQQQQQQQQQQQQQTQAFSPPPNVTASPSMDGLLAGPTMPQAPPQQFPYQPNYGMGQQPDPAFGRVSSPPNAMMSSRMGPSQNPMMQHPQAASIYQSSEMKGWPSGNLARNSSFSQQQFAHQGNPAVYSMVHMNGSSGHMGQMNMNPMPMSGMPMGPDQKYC
# LRH-1 inv ag – NR5A2 inverse agonism in reporter assay; O00482; HEK293T StAR-luciferase reporter, LRH-1 transfected, 24 h; inhibition, % at 3.6 µM; actives 0.13% (n = 360,000); AID 602396;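 active means inhibition above the mean inhibition of all tested compounds plus 3 SD, cut at about 73% in these data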;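 further: 0% = DMSO wells and 100% = reporter-only cells lacking LRH-1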
# LMP1 NFkB inh – Epstein-Barr LMP1 NF-kappaB reporter inhibition. LMP1-induced NF-kappaB luciferase reporter cells, luminescence. inhibition, % at 12.5 µM. actives 0.69% (n = 350,000); in the data active means inhibition above about 41%;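 further: 0% = neutral control wells and 100% = reference inhibitor control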
# NCOA1 inh – inhibitors of human steroid receptor coactivator 1 (SRC1); HEK293 GAL4-SRC1 luciferase reporter, luminescence; inhibition, % at 3.6 µM; actives 0.12% (n = 360,000); AID 588354;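 active means inhibition above the campaign mean plus 3 SD, with each screening campaign given its own cutoff, cut at about 60% in these data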;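 further: 0% = DMSO treated cells and 100% = gossypol at 36 µM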
# TROY NFkB inh – TROY signaling inhibition | inhibition, % at 10 µM | AID 1347056 | Q293 LMP1-TROYcd NF-kB luciferase reporter, 4 h | actives 0.98% (n = 360,000);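 active means compounds whose plate-normalised and pattern-corrected inhibition of the luciferase reporter signal at the single screening dose is 50% or more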
# TRAIL sens C8 – caspase-8 TRAIL sensitization; AID 624354; actives 1% (n = 360,000); inhibition (viability loss, TRAIL sensitization), % at 10 µM; NB7+C8 cells + TRAIL, ATPlite viability luminescence;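 active means compounds causing at least 50% loss of cell viability in the single-dose screen, relative to plate controls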
# * marks the source's active call; other numbers are inactive results; x = not tested or not shown.
# The opening 3 records, ahead of the listing:
# Keys: A = CF NFkB inh; B = KKLEB tox; C = TWEAK Fn14 block; D = COUP-TFII inh; E = SRC2 inh; F = NCOA3 inh; G = LRH-1 inv ag; H = LMP1 NFkB inh; I = NCOA1 inh; J = TROY NFkB inh; K = TRAIL sens C8
compound: CN(C1CCCCC1)S(=O)(=O)c1ccc2c(c1)c(=O)c(C(=O)NCCCN1CCCC1)cn2C
  A = -9; B = 5; C = 9; D = -1; E = -3; F = 1; G = -7; H = 4; I = -12; J = -1; K = -3

compound: COc1ccc(N/C(=N\c2nc(C)cc(C)n2)NC(=O)C(C)C)cc1OC
  A = 6; B = -16; C = -10; D = -6; E = -12; F = 1; G = 7; H = -2; I = -10; J = 1; K = -5

compound: O=C(c1cc(S(=O)(=O)N2CCOCC2)c(Cl)cc1Cl)N1CCCC1
  A = 10; B = -9; C = -6; D = 8; E = 13; F = 5; G = -10; H = -6; I = -8; J = -25; K = -13

# The listing, previewed entries included:
# Keys: A = CF NFkB inh; B = KKLEB tox; C = TWEAK Fn14 block; D = COUP-TFII inh; E = SRC2 inh; F = NCOA3 inh; G = LRH-1 inv ag; H = LMP1 NFkB inh; I = NCOA1 inh; J = TROY NFkB inh; K = TRAIL sens C8
compound: CN(C1CCCCC1)S(=O)(=O)c1ccc2c(c1)c(=O)c(C(=O)NCCCN1CCCC1)cn2C
  A = -9; B = 5; C = 9; D = -1; E = -3; F = 1; G = -7; H = 4; I = -12; J = -1; K = -3

compound: COc1ccc(N/C(=N\c2nc(C)cc(C)n2)NC(=O)C(C)C)cc1OC
  A = 6; B = -16; C = -10; D = -6; E = -12; F = 1; G = 7; H = -2; I = -10; J = 1; K = -5

compound: O=C(c1cc(S(=O)(=O)N2CCOCC2)c(Cl)cc1Cl)N1CCCC1
  A = 10; B = -9; C = -6; D = 8; E = 13; F = 5; G = -10; H = -6; I = -8; J = -25; K = -13

compound: CCC(C)C(=O)Nc1ccc(S(=O)(=O)N2CCCC2)cc1 (stereo not drawn)
  A = 2; B = -6; C = 3; D = 9; E = -61; F = -5; G = 10; H = 12; I = 9; J = 9; K = -9

compound: Cc1cccc(CCNS(=O)(=O)c2ccc3c(c2)oc(=O)n3C)c1
  A = 4; B = 13; C = -5; D = 11; E = 7; F = 1; G = 2; H = -12; I = -18; J = 4; K = 4

compound: O=C1CCC/C(=N\NC(=O)c2ccc(COc3ccccc3-c3ccccc3)cc2)C1
  A = 1; B = -9; C = -9; D = -14; E = 8; F = -13; G = -5; H = -6; I = -8; J = -9; K = -4

compound: COc1ccc(NC(=O)C(CC(=O)O)Cc2ccccc2)cc1 (stereo not drawn)
  A = -8; B = 14; C = -2; D = 18; E = 0; F = 12; G = 1; H = 3; I = 8; J = 12; K = -4

compound: O=C(Nc1cccc(Cl)c1)c1ccc2c(c1)SC1=NS(=O)(=O)CCN12
  A = -36; B = 5; C = 13; D = 20; E = -21; F = 15; G = -1; H = 13; I = -13; J = -45; K = 13

compound: Cc1cc(C(c2nnnn2Cc2ccccc2)N2CCOCC2)c(C)n1-c1ccc2c(c1)OCO2 (stereo not drawn)
  A = 9; B = -3; C = 10; D = x; E = x; F = 6; G = -1; H = -4; I = 0; J = -17; K = 10

compound: CCOc1ccc(NC(=O)CNc2cccc(S(=O)(=O)N3CCCCCC3)c2)cc1OCC
  A = 30; B = -9; C = 5; D = 15; E = 12; F = 2; G = -8; H = 5; I = -8; J = 24; K = 4

compound: CCC(CC)C(=O)c1c[nH]c(C(=O)NCc2ccccn2)c1
  A = 3; B = 4; C = -19; D = 0; E = -3; F = 19; G = -42; H = 0; I = 1; J = 4; K = -25

compound: Cc1ccc(S(=O)(=O)Nc2ccc3ccccc3c2)cc1
  A = -35; B = 8; C = -8; D = -19; E = 6; F = -15; G = -12; H = 2; I = 5; J = -3; K = -6

compound: Cc1cc(=O)c2c([nH]1)c(C)cc1[nH]c(C)c(C)c12
  A = -15; B = -8; C = 8; D = 3; E = 8; F = -14; G = 9; H = -3; I = -28; J = 4; K = -12

compound: Cc1ccc(/C=C/C(=O)NC(C)c2ccccc2)cc1 (stereo not drawn)
  A = -10; B = 14; C = -1; D = 3; E = -16; F = 16; G = 8; H = -14; I = 12; J = 0; K = 7

compound: C[C@H](Cc1ccccc1)Nc1ncnc2c1ncn2[C@@H]1O[C@H](CO)[C@@H](O)[C@H]1O
  A = 11; B = -25; C = -41; D = -73; E = -36; F = -39; G = 13; H = 10; I = -52; J = -19; K = -2

compound: CCOC(=O)CN(C(=O)CSc1nnc(Cc2ccccc2)n1-c1ccc(C)cc1)c1ccccc1
  A = 4; B = -2; C = 0; D = -3; E = -19; F = 7; G = 8; H = -2; I = -1; J = 2; K = -1

compound: O=C1c2ccccc2C(Nc2ccc3nc(-c4cccnc4)[nH]c3c2)N1Cc1ccco1 (stereo not drawn)
  A = 2; B = 2; C = 1; D = 1; E = -1; F = 4; G = -9; H = -2; I = -15; J = -5; K = -19

compound: Cc1sc2ncnc(SCC(=O)N3CCCC(C(N)=O)C3)c2c1C (stereo not drawn)
  A = -15; B = 1; C = 2; D = -10; E = -17; F = -5; G = -8; H = 1; I = -53; J = -5; K = -4

compound: COc1ccc(S(=O)(=O)c2c(O)c3ccc(C(=O)Nc4cccc(F)c4)cc3[nH]c2=O)cc1
  A = -14; B = 14; C = 0; D = 9; E = 26; F = -4; G = 19; H = 3; I = -10; J = 4; K = 11

compound: Cn1cc(/C=N/NC(=O)c2ccccc2O)c2ccccc21
  A = 9; B = 1; C = -28; D = -36; E = -20; F = -46; G = -34; H = -1; I = -39; J = -18; K = 15

compound: CN(Cc1nc(CCc2ccccc2)no1)Cc1cccs1
  A = -2; B = 2; C = -12; D = -2; E = -1; F = -9; G = 18; H = -1; I = -5; J = -20; K = 9

compound: Cc1cc(F)c(F)c(C(=O)N2CCOCC2)c1Cl
  A = 4; B = 7; C = 0; D = -8; E = 20; F = -4; G = -6; H = -3; I = -2; J = -2; K = -3

compound: CCS(=O)(=O)Nc1c(C(=O)OC)[nH]c2ccccc12
  A = 10; B = -11; C = 1; D = 11; E = 15; F = 16; G = 3; H = -5; I = 3; J = 3; K = -9

compound: CC(C)C(NC(=O)c1ccco1)C(=O)NCc1ccc(C(=O)O)cc1 (stereo not drawn)
  A = -9; B = 12; C = 11; D = 14; E = -20; F = -1; G = 10; H = 0; I = 0; J = -2; K = 27

compound: O=C(Nc1ccc(F)cc1F)c1ccc2ncsc2c1
  A = -29; B = 22; C = -26; D = -5; E = -17; F = -68; G = -87; H = -17; I = -40; J = -59; K = 0

# The list goes on:
structure	CF NFkB inh	KKLEB tox	TWEAK Fn14 block	COUP-TFII inh	SRC2 inh	NCOA3 inh	LRH-1 inv ag	LMP1 NFkB inh	NCOA1 inh	TROY NFkB inh	TRAIL sens C8
CN(C(=O)CO/N=C/c1ccc(Cl)cc1)c1ccccc1	-12	-1	9	-1	-14	16	-6	-6	-29	13	1
COc1ccccc1NC(=O)CSc1nnc(NC(=O)C2CC2)s1	21	-4	25	-6	13	-4	12	1	9	-3	11
Cc1cc(-c2ccccc2)cc(C)n1	-10	-8	4	2	6	-29	3	-3	-11	-6	-8
Clc1cccc(CN2C3=NCCCN3c3ccccc32)c1	-14	6	-7	17	-4	9	8	3	14	8	0
COc1ccc(C2C(C(=O)c3sc(C)nc3C)=C(O)C(=O)N2CCN(C)C)cc1 (stereo not drawn)	-2	0	-26	5	-15	1	-2	2	-9	-18	6
O=c1[nH][nH]c2ccccc2c1=O	3	6	12	19	6	4	12	-2	5	-2	2
Cc1cnc(=O)[nH]c1SCc1ccccc1F	-4	-20	6	9	-10	2	-19	3	-8	-9	1
CC1Cc2ccccc2N1C(=O)Cn1c(=O)oc2cc(S(=O)(=O)NC3CCCC3)ccc21 (stereo not drawn)	-12	-8	-17	-1	21	-1	18	6	3	12	8
CCSc1nc2sc3c(c2c(=O)[nH]1)CC(C)(C)OC3	16	-13	12	0	2	-13	-2	-14	-15	-11	1
O=C(c1ccc(NS(=O)(=O)c2ccc(F)cc2)cc1)N1CCN(c2ccccc2O)CC1	-1	-1	-21	-5	21	16	20	9	6	0	-13
Cc1ccc(NC(=O)c2cc(NC(=O)CCC(=O)O)ccc2N2CCCCC2)cc1	14	1	-12	-9	6	4	-7	-2	-8	8	1
COC(CNC(=O)C1CCCN(S(=O)(=O)c2ccc3c(c2)oc(=O)n3C)C1)OC (stereo not drawn)	11	5	11	-19	-13	4	7	1	1	-4	8
CCOc1cc(C(=O)N/N=C/C(Br)=C/c2ccccc2)cc(OCC)c1OCC	9	-14	-24	-8	15	7	14	1	-17	21	-14
CCNC(=O)C1(C)CCN(C(=O)c2ccc(F)c(Cl)c2)C1 (stereo not drawn)	0	16	-1	13	-8	10	18	x	-4	-1	1
COC(=O)CSc1nnc(CNS(=O)(=O)c2ccc(C)cc2)n1C	0	6	-1	-6	-20	12	5	4	-22	12	-11
Cc1ccc(S(=O)(=O)N(C)c2nc3ccccc3[nH]c2=S)cc1	-6	4	-12	-19	-37	3	-5	-12	-9	-14	-11
COc1cccc(NC(=S)N(CCCN2CCOCC2)C(C)c2cc3cccc(OC)c3o2)c1 (stereo not drawn)	18	-8	3	-4	-25	21	-7	1	0	3	-13
COc1cc(CNCCc2ccc(S(N)(=O)=O)cc2)ccc1OCC(=O)NC(C)(C)C	16	-3	15	3	0	3	0	-6	13	1	-6
COc1ccc(C)cc1-n1nnnc1SCC(=O)c1cc(C)n(Cc2ccco2)c1C	0	-4	0	-9	2	-3	9	-8	-5	6	-4
CC1Cc2ccccc2N1C(=O)CN(C)CC(=O)Nc1ccc(OC(F)(F)F)cc1 (stereo not drawn)	-3	-5	-12	-3	0	7	11	0	-2	-3	0
Cc1cccc2cc(C(c3nnnn3CC3CCCO3)N3CCCc4ccccc43)c(=O)[nH]c12 (stereo not drawn)	15	-6	2	7	-44	-4	11	-5	-27	0	1

# A different layout for 5 compounds above.
# Values run as follows: CF NFkB inh	KKLEB tox	TWEAK Fn14 block	COUP-TFII inh	SRC2 inh	NCOA3 inh	LRH-1 inv ag	LMP1 NFkB inh	NCOA1 inh	TROY NFkB inh	TRAIL sens C8
COc1ccc(S(=O)(=O)c2c(O)c3ccc(C(=O)Nc4cccc(F)c4)cc3[nH]c2=O)cc1
 : -14	14	0	9	26	-4	19	3	-10	4	11
COC(CNC(=O)C1CCCN(S(=O)(=O)c2ccc3c(c2)oc(=O)n3C)C1)OC (stereo not drawn)
 : 11	5	11	-19	-13	4	7	1	1	-4	8
Cc1cc(F)c(F)c(C(=O)N2CCOCC2)c1Cl
 : 4	7	0	-8	20	-4	-6	-3	-2	-2	-3
Cc1ccc(NC(=O)c2cc(NC(=O)CCC(=O)O)ccc2N2CCCCC2)cc1
 : 14	1	-12	-9	6	4	-7	-2	-8	8	1
C[C@H](Cc1ccccc1)Nc1ncnc2c1ncn2[C@@H]1O[C@H](CO)[C@@H](O)[C@H]1O
 : 11	-25	-41	-73	-36	-39	13	10	-52	-19	-2
